High-throughput results deposited in PubChem BioAssay by Sanford-Burnham Center for Chemical Genomics.
MT1-MMP act inh = blockers of MT1-MMP proenzyme processing, primary screen, HT1080 RFP-PRO-GFP cells, GFP/RFP fluorescence; GFP/RFP ratio fluorescence, overnight; percent of plate control window, DMSO zero; Matrix metalloproteinase-14 (Homo sapiens), P50281; GFP/RFP ratio change, % at 20 µM; 0.061% of 360,000 active;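 active = GFP/RFP ratio change of at least 30% with cell ATP level not reduced by more than half and red fluorescence within 50% of control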; note: strong numbers were not always called active
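Material: RFP-PRO-GFP reporter HT1080 cells. Dosing: single-point 20 µM compound, 1% DMSO. Controls: DMSO and RFP-L50D-GFP cell wells. Timing: cells overnight before dosing, compound overnight, 37 °C, 5% CO2. Measure: GFP/RFP fluorescence ratio.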
STEP block = STEP phosphatase inhibitors, primary screen, biochemical, fluorescence intensity, uHTS. inhibition, % at 20 µM. AID 588621, 2011. 0.25% of 360,000 active. recombinant STEP, OMFP fluorogenic substrate. Tyrosine-protein phosphatase non-receptor type 5 (Homo sapiens), P54829;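 active = inhibition at 20 µM, scaled per plate between control wells, above about 37%, limit read from the data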;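 note: 0% = DMSO with enzyme and substrate and 100% = substrate only without enzyme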
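material = STEP tyrosine phosphatase | reagent = fluorogenic phosphatase substrate OMFP at 25 µM final | doses = single compound dose of 20 µM, 1% DMSO final | schedule = 20 min reaction, room temperature, in the dark | measured by = fluorescence, 480/540 nm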
LMPTP block = LMPTP phosphatase inhibitors, primary screen, biochemical, fluorescence intensity, uHTS. recombinant LMPTP-A, OMFP fluorogenic substrate. inhibition, % at 20 µM. AID 651560, 2012. 0.22% of 360,000 active. Low molecular weight phosphotyrosine protein phosphatase (Homo sapiens), P24666;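 active = compounds that cut the enzyme signal by at least half of the control window in the single-dose screen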;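 note: plate controls were DMSO wells with enzyme plus substrate for no effect and substrate without enzyme for full effect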
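Test system: LMPTP-A phosphatase enzyme. Amount: LMPTP-A at 0.625 nM final in the reaction. Reagent: OMFP substrate, 400 µM final. Times: 50 min at room temperature. Signal: endpoint fluorescence intensity from OMFP dephosphorylation. Read-out basis: % inhibition. Benchmarks: no-enzyme and uninhibited controls.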
NadD block = inhibitors of S. aureus NadD, primary screen, biochemical, colorimetric, uHTS. Nicotinate-nucleotide adenylyltransferase NadD (Staphylococcus aureus N315). purified NadD enzyme, colorimetric absorbance read-out. inhibition, % at 20 µM. 0.78% of 360,000 active. AID 602399, 2012; in the data active = inhibition above about 26%; note: some compounds past the cut are filed as inactive
Scp-1 inhibitor = Scp-1 phosphatase inhibitors, primary screen, biochemical, colorimetric, uHTS; Carboxy-terminal domain RNA polymerase II polypeptide A small phosphatase 1 (Homo …; Recombinant Scp1, phosphopeptide, malachite green phosphate absorbance; inhibition, % at 20 µM; 0.88% of 340,000 active; AID 493091, 2011;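 active = inhibition above about 50% at 20 µM, limit read from the data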;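 note: plate controls were DMSO wells with enzyme for no effect and wells lacking enzyme for full effect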
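Test system – truncated SCP-1 phosphatase (76-261aa) · Reagent – Phosphorylated 17-residue peptide substrate · Incubation – 45 min room-temperature reaction, 5 min colour, 30 min stabiliser · Detection – colorimetric phosphate reagent with accelerator and stabiliser, absorbance at 630 nm · Measure – % inhibition at 20 µM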
NRP1-CendR mod = modulators of CendR peptide binding to NRP-1, primary screen, biochemical, fluorescence polarization, uHTS; AID 602438, 2012; FAM-RPARPAR peptide binding to NRP-1; inhibition, % at 25 µM; 0.85% of 360,000 active;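 active = inhibition or corrected inhibition above about 18%, plus a signal ratio from 0.5 to 1.5, limit read from the data, passing the limit was not always enough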; note: strong numbers were not always called active
SKN-1 block = suppressors of acrylamide-induced Pgst-4::GFP reporter in worms, primary screen, SKN-1 inhibitor project, whole organism, uHTS, GFP/RFP fluorescence ratio, strain VP596 | C. elegans VP596 Pgst-4::GFP/RFP ratio, 24 h | inhibition, % at 21.8 µM | 0.49% of 360,000 active | AID 624304, 2012;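 active = interference check ratio from 0.5 to 1.5 plus GFP to RFP signal ratio inhibition reaching or exceeding a fixed threshold, cut at about 30% in these data, passing the limit was not always enough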; note: some compounds called inactive have numbers as strong as hits
SUMO1-SIM PPI = modulators of SUMO1 protein-protein interactions, primary screen, biochemical, uHTS; Small ubiquitin-related modifier 1 (Homo sapiens), P63165; inhibition, % at 20 µM; AID 602429, 2012; 0.33% of 360,000 active; SUMO1 binding to a labelled peptide, TR-FRET, 1 h; in the data active = inhibition above about 37%
Rpn11 block = Rpn11 (PSMD14) deubiquitinase inhibitors, primary screen, biochemical, fluorescence polarization, uHTS; 0.59% of 360,000 active; human 26S proteasome, Ub4-pepOG fluorescence polarization; 20S core pre-blocked with epoxomicin; calls only at 20 µM; 26S proteasome non-ATPase regulatory subunit 14 (Homo sapiens), O00487;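 active = inhibition at 20 µM, scaled to each plate's controls, above about 33%, limit read from the data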
DNMT1 inh = human DNMT1 methyltransferase inhibitors, primary screen, biochemical, molecular beacon, fluorescence, HinP1I cleavage, uHTS; DNA (cytosine-5)-methyltransferase 1 (Homo sapiens), P26358; inhibition (reported as % activation of signal), % at 10 µM; 0.83% of 360,000 active; in the data active = inhibition above about 50%
Target sequence (P26358 504-1616 limits assumed): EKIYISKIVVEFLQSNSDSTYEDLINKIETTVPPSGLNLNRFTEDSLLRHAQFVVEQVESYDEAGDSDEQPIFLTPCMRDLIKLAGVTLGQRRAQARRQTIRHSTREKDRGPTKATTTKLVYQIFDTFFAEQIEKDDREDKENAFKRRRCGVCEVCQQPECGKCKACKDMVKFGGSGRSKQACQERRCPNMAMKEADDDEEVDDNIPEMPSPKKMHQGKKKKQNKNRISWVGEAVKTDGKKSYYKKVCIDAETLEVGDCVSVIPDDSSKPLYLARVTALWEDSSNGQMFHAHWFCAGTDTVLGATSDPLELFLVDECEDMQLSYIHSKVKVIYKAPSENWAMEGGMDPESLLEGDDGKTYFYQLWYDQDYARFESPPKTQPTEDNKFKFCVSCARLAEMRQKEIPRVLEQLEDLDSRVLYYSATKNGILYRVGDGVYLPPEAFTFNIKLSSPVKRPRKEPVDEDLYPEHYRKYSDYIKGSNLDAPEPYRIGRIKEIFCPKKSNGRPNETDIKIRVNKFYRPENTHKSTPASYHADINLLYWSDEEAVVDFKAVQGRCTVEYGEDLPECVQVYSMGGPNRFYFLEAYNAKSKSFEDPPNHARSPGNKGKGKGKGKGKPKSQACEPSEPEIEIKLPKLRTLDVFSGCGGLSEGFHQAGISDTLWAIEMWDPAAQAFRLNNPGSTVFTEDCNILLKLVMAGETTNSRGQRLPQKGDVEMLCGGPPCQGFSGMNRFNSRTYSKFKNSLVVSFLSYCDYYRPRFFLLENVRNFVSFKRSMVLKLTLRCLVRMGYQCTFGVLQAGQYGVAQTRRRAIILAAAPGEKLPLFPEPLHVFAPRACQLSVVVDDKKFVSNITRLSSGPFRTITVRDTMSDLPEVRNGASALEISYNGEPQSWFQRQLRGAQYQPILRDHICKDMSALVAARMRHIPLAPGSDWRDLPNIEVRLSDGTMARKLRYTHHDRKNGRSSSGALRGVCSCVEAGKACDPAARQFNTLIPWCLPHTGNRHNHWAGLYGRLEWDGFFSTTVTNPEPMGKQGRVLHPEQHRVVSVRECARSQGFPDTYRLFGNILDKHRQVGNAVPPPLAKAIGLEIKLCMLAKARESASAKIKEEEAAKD
* = called active by the depositor.

What do the screens show for `CCNC(=O)COC(=O)c1cc(-c2ccccc2)nn1-c1ccccc1`?
MT1-MMP act inh: -1; STEP block: 3; LMPTP block: -0.9; NadD block: -1; Scp-1 inhibitor: -10; NRP1-CendR mod: 19; SKN-1 block: -1; SUMO1-SIM PPI: 0; Rpn11 block: inactive; DNMT1 inh: 1

What do the screens show for `O=C(CSc1nccc(-c2cccs2)n1)Nc1ccccc1`?
MT1-MMP act inh: -1; STEP block: 1; LMPTP block: 2.9; NadD block: -5; Scp-1 inhibitor: -4; NRP1-CendR mod: 6; SKN-1 block: -6; SUMO1-SIM PPI: -11; Rpn11 block: inactive; DNMT1 inh: 1

Results for N#Cc1cc([N+](=O)[O-])ccc1NC(=O)COC(=O)C1CC2CCCC(C1)C2=O (stereo not given) ?
MT1-MMP act inh: 0; STEP block: 0; LMPTP block: 0.6; NadD block: -2; Scp-1 inhibitor: -2; NRP1-CendR mod: 4; SKN-1 block: -7; SUMO1-SIM PPI: -30; Rpn11 block: inactive; DNMT1 inh: 3

What do the screens show for `CCN1CCN(c2nc3c(C)cccn3c(=O)c2/C=C(\C#N)S(=O)(=O)c2ccc(Cl)cc2)CC1`?
MT1-MMP act inh: -6; STEP block: -2; LMPTP block: 7.4; NadD block: 0; Scp-1 inhibitor: 9; NRP1-CendR mod: -55; SKN-1 block: 16; SUMO1-SIM PPI: -14; Rpn11 block: inactive; DNMT1 inh: -2

How did O=C(c1ccc2c(c1)OCO2)N(c1ccccc1)C1C=CS(=O)(=O)C1 (stereo not given) do in these assays?
MT1-MMP act inh: 3; STEP block: -2; LMPTP block: -2.1; NadD block: -5; Scp-1 inhibitor: 0; NRP1-CendR mod: -3; SKN-1 block: 6; SUMO1-SIM PPI: -3; Rpn11 block: inactive; DNMT1 inh: 2

What do the screens show for `Cc1ccc(OCC(=O)NCCN2CCCC2)cc1`?
STEP block: -4; LMPTP block: -4.4; NadD block: 0; Scp-1 inhibitor: 3; NRP1-CendR mod: 12; SKN-1 block: -13; SUMO1-SIM PPI: -2; Rpn11 block: inactive; DNMT1 inh: 1

Results for COc1cccc(C=NCCNC(=O)c2nonc2N)c1O ?
MT1-MMP act inh: 5; STEP block: 4; LMPTP block: -1.3; NadD block: 2; Scp-1 inhibitor: -3; NRP1-CendR mod: -5; SKN-1 block: -22; SUMO1-SIM PPI: -4; Rpn11 block: inactive; DNMT1 inh: 0

How did CCOC(=O)C1C(=O)OC2(CCCCC2)C1C(=O)OCC (stereo not given) do in these assays?
MT1-MMP act inh: 2; STEP block: -4; LMPTP block: -1.1; NadD block: -2; Scp-1 inhibitor: -1; NRP1-CendR mod: 17; SKN-1 block: -10; SUMO1-SIM PPI: 1; Rpn11 block: inactive; DNMT1 inh: 3

How did COc1ccc(Cl)cc1C(=O)Nc1nc(C)cc(C)n1 do in these assays?
MT1-MMP act inh: -1; STEP block: 1; LMPTP block: -2.1; NadD block: -3; Scp-1 inhibitor: -4; NRP1-CendR mod: 11; SKN-1 block: 12; SUMO1-SIM PPI: 2; Rpn11 block: inactive; DNMT1 inh: 2

Results for Cc1ccc(OCC(=O)Nc2ccccc2-c2ccccc2)cc1 ?
MT1-MMP act inh: 21; STEP block: 2; LMPTP block: 2.5; NadD block: 1; Scp-1 inhibitor: -1; NRP1-CendR mod: 6; SKN-1 block: -2; SUMO1-SIM PPI: -3; Rpn11 block: inactive; DNMT1 inh: 8

What do the screens show for `CNC(=O)CN1C(=O)NC2(CCc3ccccc3C2)C1=O` (stereo not given)?
MT1-MMP act inh: 1; STEP block: -1; LMPTP block: -1.4; NadD block: -1; Scp-1 inhibitor: -5; NRP1-CendR mod: 0; SKN-1 block: 9; SUMO1-SIM PPI: 4; Rpn11 block: inactive; DNMT1 inh: -1

How did Cc1ccc(-c2c[n+](CC(=O)c3ccc(Br)cc3)c3n2CCCCC3)cc1 do in these assays?
MT1-MMP act inh: -23; STEP block: -2; LMPTP block: 1.7; NadD block: 8; Scp-1 inhibitor: 7; NRP1-CendR mod: 3; SKN-1 block: -4; SUMO1-SIM PPI: 2; Rpn11 block: inactive; DNMT1 inh: 1

How did CCOC(=O)C1(C)C(=O)CC2c3nc4ccccc4cc3CN2C1=O (stereo not given) do in these assays?
MT1-MMP act inh: 49; STEP block: -2; LMPTP block: 0.0; NadD block: -2; NRP1-CendR mod: 7; SKN-1 block: 0; SUMO1-SIM PPI: -9; Rpn11 block: inactive; DNMT1 inh: -1

How did COc1ccc(N(C(=O)C2COc3ccccc3O2)C(C(=O)NC2CCCCC2)c2ccccc2)cc1OC (stereo not given) do in these assays?
MT1-MMP act inh: -29; STEP block: 0; LMPTP block: 0.8; NadD block: 8; Scp-1 inhibitor: -5; NRP1-CendR mod: 1; SKN-1 block: 11; SUMO1-SIM PPI: -3; Rpn11 block: inactive; DNMT1 inh: -5

How did O=C(NCc1ccc2c(c1)OCO2)C1CCC(=O)N1C1CCCC1 (stereo not given) do in these assays?
MT1-MMP act inh: -2; STEP block: -2; LMPTP block: 0.2; NadD block: -7; Scp-1 inhibitor: -5; NRP1-CendR mod: -6; SKN-1 block: -15; SUMO1-SIM PPI: 0; Rpn11 block: inactive; DNMT1 inh: 2

What do the screens show for `CCOC(=O)N1CCN(C(=O)c2cc(Cl)c(Cl)cc2C(=O)O)CC1`?
MT1-MMP act inh: 7; STEP block: 0; LMPTP block: -2.2; NadD block: 6; Scp-1 inhibitor: 46; NRP1-CendR mod: 1; SKN-1 block: 5; SUMO1-SIM PPI: 0; Rpn11 block: inactive; DNMT1 inh: 0

Results for CC(C)c1ccc(-c2nc3ccccc3s2)cc1 ?
MT1-MMP act inh: -5; STEP block: 4; LMPTP block: 0.4; NadD block: 5; Scp-1 inhibitor: -13; NRP1-CendR mod: -18; SKN-1 block: 46*; SUMO1-SIM PPI: -4; Rpn11 block: inactive; DNMT1 inh: 1

How did COCCN(C(=O)CCC(=O)Nc1ccccn1)C(C(=O)NC(C)C)c1ccc(Cl)cc1 (stereo not given) do in these assays?
MT1-MMP act inh: 2; STEP block: 0; LMPTP block: -0.8; NadD block: 3; Scp-1 inhibitor: 1; NRP1-CendR mod: 7; SKN-1 block: -5; SUMO1-SIM PPI: 2; Rpn11 block: inactive; DNMT1 inh: -9

Results for O=C(COc1ccc(F)cc1)N1CCc2ccccc2C1 ?
MT1-MMP act inh: 0; STEP block: -2; LMPTP block: -0.9; NadD block: -8; Scp-1 inhibitor: -14; NRP1-CendR mod: -7; SKN-1 block: 5; SUMO1-SIM PPI: 2; Rpn11 block: inactive; DNMT1 inh: 1

What do the screens show for `CCn1c(SCC(=O)NC(C)(C)C)nnc1-c1ccncc1`?
MT1-MMP act inh: 3; STEP block: 2; LMPTP block: 0.5; NadD block: -9; Scp-1 inhibitor: 4; NRP1-CendR mod: -4; SKN-1 block: 6; SUMO1-SIM PPI: 1; Rpn11 block: inactive; DNMT1 inh: 1

Results for CCCCc1c(C)nc2c(OC)cccc2c1SCC(=O)O ?
MT1-MMP act inh: -2; STEP block: 3; LMPTP block: -2.6; NadD block: -3; Scp-1 inhibitor: -10; NRP1-CendR mod: 10; SKN-1 block: 8; SUMO1-SIM PPI: 3; Rpn11 block: inactive; DNMT1 inh: 2

How did CCOc1ccc(CN2CCNC(=O)C2CC(=O)NCC2CCOCC2)cc1 (stereo not given) do in these assays?
MT1-MMP act inh: -4; STEP block: 1; LMPTP block: -1.1; NadD block: -4; Scp-1 inhibitor: -7; NRP1-CendR mod: 13; SKN-1 block: 2; SUMO1-SIM PPI: 11; Rpn11 block: inactive; DNMT1 inh: -1

Results for COc1ccc(NC(=O)C(c2ccc(OC)cc2)N(C)C(=O)Cc2cccs2)cc1 (stereo not given) ?
MT1-MMP act inh: -12; STEP block: -3; LMPTP block: -0.5; NadD block: 0; Scp-1 inhibitor: -3; NRP1-CendR mod: 11; SKN-1 block: 9; SUMO1-SIM PPI: 1; Rpn11 block: inactive; DNMT1 inh: 7

Results for COc1ccccc1N1C(=O)C2C(C(=O)c3ccccc3)=NN(c3ccccc3OC)C2C1=O (stereo not given) ?
MT1-MMP act inh: -49; STEP block: 0; LMPTP block: 2.4; NadD block: 4; Scp-1 inhibitor: -14; NRP1-CendR mod: 2; SKN-1 block: -7; SUMO1-SIM PPI: -17; Rpn11 block: inactive; DNMT1 inh: -1

An excerpt from above in order of length of the SMILES, lowest first.
Results for O=C(COc1ccc(F)cc1)N1CCc2ccccc2C1 ?
MT1-MMP act inh: 0; STEP block: -2; LMPTP block: -0.9; NadD block: -8; Scp-1 inhibitor: -14; NRP1-CendR mod: -7; SKN-1 block: 5; SUMO1-SIM PPI: 2; Rpn11 block: inactive; DNMT1 inh: 1

What do the screens show for `CCNC(=O)COC(=O)c1cc(-c2ccccc2)nn1-c1ccccc1`?
MT1-MMP act inh: -1; STEP block: 3; LMPTP block: -0.9; NadD block: -1; Scp-1 inhibitor: -10; NRP1-CendR mod: 19; SKN-1 block: -1; SUMO1-SIM PPI: 0; Rpn11 block: inactive; DNMT1 inh: 1

How did Cc1ccc(-c2c[n+](CC(=O)c3ccc(Br)cc3)c3n2CCCCC3)cc1 do in these assays?
MT1-MMP act inh: -23; STEP block: -2; LMPTP block: 1.7; NadD block: 8; Scp-1 inhibitor: 7; NRP1-CendR mod: 3; SKN-1 block: -4; SUMO1-SIM PPI: 2; Rpn11 block: inactive; DNMT1 inh: 1
